RBBP9 inh: inhibitors of human serine hydrolase RBBP9; AID 1515; recombinant RBBP9, FP-Rh probe fluorescence polarization; inhibition, % at 7.94 µM; 220,000 compounds, 0.2% hits;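 active = inhibition above the campaign mean of all tested compounds plus 3 SD, cut at about 14% in these data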;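 note: plate controls were DMSO wells with RBBP9 for no effect and wells lacking RBBP9 protein for full effect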
Target sequence (O75884 whole entry, looked up): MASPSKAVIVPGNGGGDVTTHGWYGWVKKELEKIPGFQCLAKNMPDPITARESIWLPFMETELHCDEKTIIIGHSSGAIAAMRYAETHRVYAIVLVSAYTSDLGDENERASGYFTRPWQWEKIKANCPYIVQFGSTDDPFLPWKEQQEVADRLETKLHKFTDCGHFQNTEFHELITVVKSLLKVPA
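System: RBBP9 protein | Quantity: 2.5 µM RBBP9 dispensing solution, before mixing | Reagent: FP-Rh probe, 375 nM dispensing solution | Timing: Enzyme-compound preincubation 30 min, then probe labeling 45 min, 25 °C | Measured by: Fluorescence polarization | Read-out: % inhibition | Replication: One well per compound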
S1P4 antag: human S1P4 receptor antagonism; S1P4-expressing cells, antagonist mode, reporter read-out; inhibition, % at 4.98 µM; 220,000 compounds, 0.26% hits; AID 1510; in the data active = inhibition above about 29%;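 note: 0% = wells stimulated with agonist and 100% = vehicle wells without agonist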
NPY Y1 blocker: blocks the human neuropeptide Y Y1 receptor | P25929 | inhibition, % at 3.6 µM | 200,000 compounds, 1% hits | HEK293-CNG Y1 cells, membrane potential fluorescence; NPY at EC95, then isoproterenol | AID 1040;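 active = inhibition above the campaign mean inhibition of all tested compounds plus 3 SD, cut at about 20% in these data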;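 note: 0% = DMSO wells given NPY plus isoproterenol and 100% = isoproterenol alone without NPY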
Target sequence (P25929 whole entry, looked up): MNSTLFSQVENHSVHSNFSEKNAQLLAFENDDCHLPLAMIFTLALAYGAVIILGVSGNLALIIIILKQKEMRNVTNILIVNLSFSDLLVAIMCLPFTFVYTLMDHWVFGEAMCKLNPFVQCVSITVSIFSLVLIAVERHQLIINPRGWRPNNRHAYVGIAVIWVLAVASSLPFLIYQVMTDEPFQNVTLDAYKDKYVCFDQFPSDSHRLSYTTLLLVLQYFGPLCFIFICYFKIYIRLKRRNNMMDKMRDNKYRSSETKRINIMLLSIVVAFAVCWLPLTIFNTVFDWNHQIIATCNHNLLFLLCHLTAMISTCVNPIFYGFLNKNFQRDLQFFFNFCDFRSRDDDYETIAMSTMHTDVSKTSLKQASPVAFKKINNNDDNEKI
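Material: Y1- and CNG-channel-expressing HEK293 cells / Probe or stimulus: NPY 25 nM then isoproterenol 1 µM plus Ro 20-1724 25 µM / Doses: 3.6 µM single dose, DMSO 0.4% / Schedule: compound incubation 1 h at room temperature, readout 45 min post-stimulation / Signal: membrane potential fluorescence / Benchmarks: isoproterenol-only wells as full block versus NPY-plus-isoproterenol wells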
Runt-CBFb FRET: blocks binding of human RUNX1 Runt domain to CBFb. 220,000 compounds, 0.46% hits. Q01196+Q13951. inhibition, % at 20 µM. Cerulean-Runt/Venus-CBFb FRET ratio 530/480, 1 h;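 active = inhibition over about 50% at 20 µM in the single-dose screen, limit read from the data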;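 note: 0% = DMSO wells and 100% = excess unlabeled CBFb competitor control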
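Schedule: protein complex preformed 1 h, compound exposure 1 h, room temperature, dark; test system: Cerulean-labeled Runt domain protein; amount: 100 nM per protein; buffer or medium: Tris 50 mM pH 7.5, KCl, K2SO4, 0.01% BSA; read-out: loss of energy transfer signal; detection: FRET fluorescence; controls: 5 µM unlabeled CBFb as full-inhibition high control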
NPY-Y2 PAM-ag: potentiators or agonists of human neuropeptide Y receptor Y2; cells expressing NPY-Y2, potentiator/agonist read-out; activation, % at 3.6 µM; 220,000 compounds, 0.45% hits; AID 1359; in the data active = activation above about 27%;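 note: cells stimulated with NPY near EC25 plus isoproterenol at EC100; 0% = vehicle plus submaximal agonist and 100% = vehicle plus saturating agonist; some results beyond the cut were filed as inactive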
Target sequence (P49146 whole entry, looked up): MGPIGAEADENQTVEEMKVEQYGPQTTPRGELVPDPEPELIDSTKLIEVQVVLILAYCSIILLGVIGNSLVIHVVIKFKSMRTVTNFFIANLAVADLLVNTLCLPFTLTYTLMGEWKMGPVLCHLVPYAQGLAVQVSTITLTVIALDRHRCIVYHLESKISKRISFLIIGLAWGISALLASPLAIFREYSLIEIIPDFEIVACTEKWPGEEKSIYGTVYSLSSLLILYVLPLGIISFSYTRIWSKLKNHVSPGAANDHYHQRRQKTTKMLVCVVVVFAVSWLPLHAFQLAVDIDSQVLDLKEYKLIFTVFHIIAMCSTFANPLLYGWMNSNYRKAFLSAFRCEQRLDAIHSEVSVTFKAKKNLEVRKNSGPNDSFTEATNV
Ba/F3 V617F tox: loss of viability in JAK2V617F-driven Ba/F3 cells | inhibition, % at 5.6 µM | 220,000 compounds, 1.1% hits | Ba/F3 EpoR-JAK2V617F viability, ATP luminescence;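 active = inhibition above the campaign mean plus 3 SD over all tested compounds, cut at about 24% in these data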;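 note: cytokine-independent growth of Ba/F3 cells driven by EpoR plus mutant JAK2; 0% = DMSO-treated cells and 100% = JAK inhibitor I control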
BaF3 parental: parental Ba/F3 viability inhibition as JAK2V617F counter-screen | CellTiter-Glo ATP luminescence | inhibition, % at 5.6 µM | 220,000 compounds, 1.1% hits | AID 1486;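 active = inhibition above a per-campaign cutoff, the mean inhibition of all tested compounds plus 3 SD, cut at about 27% in these data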;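 note: 0% = DMSO wells and 100% = JAK Inhibitor I control wells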
S1P4 agonist: human S1P4 receptor agonism. O95977. S1P4-expressing cell line, agonist reporter assay. activation, % at 4.98 µM. 220,000 compounds, 0.35% hits. AID 1509; in the data active = activation above about 11%;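 note: 0% = DMSO vehicle and 100% = reference agonist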
NPY1 pot ag: human NPY-Y1 potentiation or agonism, primary screen; P25929; NPY-Y1 expressing cells, potentiator/agonist activation; activation, % at 3.6 µM; 220,000 compounds, 0.37% hits; AID 1304; in the data active = activation above about 33%, passing the limit was not always enough;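 note: cells stimulated with NPY at EC10 then isoproterenol at EC100; 0% = low agonist plus stimulus and 100% = saturating agonist plus stimulus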
* hit, by the source's call; / = not tested or not shown.

SMILES | RBBP9 inh | S1P4 antag | NPY Y1 blocker | Runt-CBFb FRET | NPY-Y2 PAM-ag | Ba/F3 V617F tox | BaF3 parental | S1P4 agonist | NPY1 pot ag
O=C(C1CC1)N1CCc2cc(Br)cc(S(=O)(=O)NCCCN3CCCC3)c21 | -5 | 2 | 1 | 0 | -6 | -2 | 10 | 0.4 | 2
CCc1ccc(NC(=O)CCc2nc3ccccc3[nH]2)cc1 | -1 | 2 | 6 | -1 | -10 | 0 | 6 | 1.3 | -23
COc1ccc(C(=O)C2CCCN(C(=O)C3=CCCC3)C2)c(C)c1 (centres undefined) | -3 | -14 | 1 | 1 | 5 | -1 | 6 | 1.8 | -2
COc1ccc2[nH]cc(C=O)c2c1 | -4 | -24 | -6 | / | 0 | -4 | 0 | -0.7 | -5
COc1ccc2sc3ccccc3c(=O)c2c1OC | -2 | -2 | -3 | 9 | -5 | 1 | 4 | 3.1 | -8
Cc1ccc(NC(=O)CSc2nnc(-c3cccnc3)s2)cc1 | -1 | -9 | 3 | 2 | 6 | -6 | 2 | 5.4 | 8
CCCCn1c(N)c(C(=S)NC(=O)CC(C)(C)C)c(=O)n(C)c1=O | -9 | -8 | 4 | -2 | -3 | -5 | 5 | 1.4 | -1
O=C(CCN1CCC(c2cccs2)=N1)c1cccs1 | 1 | 6 | / | 23 | -11 | -1 | -1 | 1.2 | 6
O=C(CN1CCN(Cc2ccccc2)CC1)N/N=C/c1cccs1 | -5 | 1 | / | 0 | 6 | -1 | -2 | 0.0 | -9
COc1ccc(C(=O)CSc2nnc(-c3cc(C)cc(C)c3)o2)cc1 | -5 | 8 | -5 | -4 | 9 | 0 | 5 | -0.1 | 12
CC(C)CNC(=O)N[C@@H](CC(C)C)C(=O)O | 0 | -11 | / | 0 | -6 | 3 | 1 | 1.7 | 10
COc1ccc(Cc2nc(-c3ccccn3)no2)cc1OC | 1 | 20 | 1 | 2 | -10 | -5 | 3 | 0.9 | 19
O=[N+]([O-])c1ccc(COc2ccccc2/C=N/O)cc1 | -3 | -19 | 6 | -1 | 0 | -8 | -6 | 0.1 | -11
C=CCNC(=O)c1cc2sccc2n1C | 7 | -3 | / | 2 | -10 | -4 | -2 | 0.2 | 2
C/C(=N\NC(=O)c1csc(C)c1C)c1ccc(C)s1 | -10 | -36 | 6 | 0 | -15 | -1 | 3 | 0.2 | -3
Clc1ccc(SCCn2ccnc2)cc1 | -9 | -11 | -5 | -1 | 2 | -1 | 5 | 1.9 | 6
C=CCOc1cccc(C2C(C(=O)c3ccco3)=C(O)C(=O)N2CCN(CC)CC)c1 (centres undefined) | 0 | -6 | 4 | -2 | -13 | 0 | 3 | -0.5 | 18
C/C(=N\NC(=O)c1[nH]c2c([N+](=O)[O-])cc(C)cc2c1-c1ccccc1)c1cccnc1 | 0 | -2 | -2 | -4 | 10 | -1 | 4 | -0.6 | 15
Cc1nc(SCC(=O)NCCc2ccccc2)c2oc3ccccc3c2n1 | 0 | -1 | -2 | 1 | -31 | 6 | 11 | -0.1 | 0
CCC1CCCCN1CCCNC(=O)C1CCC(=O)N1Cc1ccc(C)cc1 (centres undefined) | 1 | 1 | 10 | -2 | 18 | -5 | 1 | -0.3 | 18
O=C(c1ccc(NS(=O)(=O)c2cccs2)cc1)N1CCCCC1 | 6 | -2 | -4 | -2 | 2 | -5 | 4 | -0.3 | -3
NNC(=O)CCS(=O)(=O)c1ccc2ccccc2c1 | -10 | 1 | 9 | 2 | -9 | 2 | 1 | 0.0 | -23
Cc1cccc(C(=O)Nc2sc(C)c(-c3ccccc3)c2C#N)c1 | -13 | -9 | -1 | 3 | -25 | -3 | 3 | 0.0 | 2
CCCCOc1ccc(C(=O)NCc2ccncc2)cc1 | 7 | -33 | -5 | 1 | -6 | -4 | 3 | 1.3 | -11
O=[N+]([O-])c1cccc(/C=N\N2CCN(Cc3ccccc3Cl)CC2)c1 | -7 | -7 | 2 | 4 | -18 | -2 | 7 | -0.3 | -17
CN(CCc1ccccn1)C(=O)CC1C(=O)NCCN1Cc1ccccc1C(F)(F)F (centres undefined) | -7 | -7 | 1 | -2 | -3 | 0 | 4 | -0.6 | 14
O=C(c1ccc(F)cc1)[C@@H]1[C@@H](C(=O)c2ccccc2)[C@@]2(C(=O)Nc3ccccc32)[C@H]2c3ccccc3C=CN12 | -7 | -9 | 4 | 1 | 4 | -3 | 4 | -0.9 | 9
CCN(CC)c1nc2n(c(=O)n1)CCN2CC | -2 | -7 | -4 | -1 | 7 | 0 | 1 | -1.4 | -13
CC1(C)CC(=O)c2cc(C(=O)NC3CCSC3=O)c(=O)n(-c3ccccc3)c2C1 (centres undefined) | -3 | -10 | 2 | 2 | 9 | 0 | 1 | 0.7 | -6
O=C(Cc1ccc(S(=O)(=O)N2CCCC2)s1)N1CCN(c2ccc(F)cc2)CC1 | -7 | 1 | 1 | -2 | -7 | 1 | 0 | -0.1 | -6
CN(CCNC(=O)c1cn(C)c2ccc(S(=O)(=O)N3CCCC3)cc2c1=O)CCc1ccccc1 | -4 | -6 | -1 | 12 | -10 | -4 | -3 | 0.8 | -14
COc1ccc(N2C(=O)C(CC(=O)O)S/C2=C\C(C)=O)cc1 (centres undefined) | -6 | -17 | 2 | -1 | 0 | -3 | 3 | 0.4 | -3
COc1cc(CCC(=O)OCc2nnc(-c3ccccc3)o2)cc(OC)c1OC | 2 | -18 | 4 | -2 | 5 | -4 | -1 | -1.5 | 35
CC12CC(c3ccccc3O1)N(C(=O)c1ccco1)C(=S)N2c1ccc(F)cc1 (centres undefined) | -2 | 6 | -3 | -1 | 9 | 1 | 9 | -0.9 | 21
Cc1ccc(NC(=O)N2CCCC2)cc1Cl | 4 | -5 | -3 | 1 | 6 | 2 | 8 | -1.1 | 5
COCCN1C(=O)c2ccccc2C(C(=O)NCCN(C)C)C1c1ccc(F)cc1 (centres undefined) | 3 | -2 | 0 | -4 | 12 | 1 | 2 | 1.7 | 13
Cc1ccccc1CC1(CO)CCCN(Cc2c(C)nn(C)c2Cl)C1 (centres undefined) | 4 | -18 | 0 | 5 | -7 | 0 | 80* | 0.3 | -12
Cc1ccc2c(c1)cc(CN(Cc1ccco1)S(=O)(=O)c1ccccc1)c1nnnn12 | -9 | -9 | 1 | 1 | 7 | 4 | 9 | -0.6 | 8
c1coc(CNc2ncnc3c2oc2ccccc23)c1 | -9 | 8 | 2 | -2 | -9 | 4 | 12 | 0.2 | -1
c1ccc(CCN2CN=C(Nc3nc4ccccc4o3)NC2)cc1 | -7 | -27 | 4 | 0 | -5 | -2 | 3 | 1.6 | -12
CC(=O)Oc1cccc(N2C(=O)c3ccc(C(=O)Nc4c[nH]c(=O)[nH]c4=O)cc3C2=O)c1 | -8 | -33 | 2 | 2 | -3 | -2 | 8 | 1.7 | 6
Cn1c(-c2ccccc2)nc2cnccc21 | -5 | 2 | / | 0 | -21 | -1 | -4 | 1.5 | 22
CC(Oc1ccccc1)C(=O)Nc1ccccc1F (centres undefined) | 0 | -4 | 3 | 0 | 11 | -5 | 2 | 1.3 | 12
O=C(O)c1cc(O)ccc1NC(=O)c1cccc2ccccc12 | -4 | -3 | / | 4 | -6 | 0 | -5 | 0.1 | 13
O=C(c1ccc(S(=O)(=O)N2CCc3ccccc3C2)cc1)N1CCCCC1 | -8 | -12 | -5 | -1 | -9 | 1 | 2 | 1.7 | 11

Some of these compounds in order of number of heavy atoms, low to high.
SMILES | RBBP9 inh | S1P4 antag | NPY Y1 blocker | Runt-CBFb FRET | NPY-Y2 PAM-ag | Ba/F3 V617F tox | BaF3 parental | S1P4 agonist | NPY1 pot ag
C=CCNC(=O)c1cc2sccc2n1C | 7 | -3 | / | 2 | -10 | -4 | -2 | 0.2 | 2
O=C(CCN1CCC(c2cccs2)=N1)c1cccs1 | 1 | 6 | / | 23 | -11 | -1 | -1 | 1.2 | 6
O=[N+]([O-])c1ccc(COc2ccccc2/C=N/O)cc1 | -3 | -19 | 6 | -1 | 0 | -8 | -6 | 0.1 | -11

Next structures.
SMILES | RBBP9 inh | S1P4 antag | NPY Y1 blocker | Runt-CBFb FRET | NPY-Y2 PAM-ag | Ba/F3 V617F tox | BaF3 parental | S1P4 agonist | NPY1 pot ag
O=C(CSc1nnc(CNc2ccc(F)cc2)n1Cc1ccco1)N1CCOCC1 | -4 | -37 | 2 | 0 | -11 | -1 | 2 | 0.8 | 5
O=C(CN1CCc2ccccc2C1)Nc1cc(S(=O)(=O)N2CCOCC2)ccc1N1CCCC1 | 0 | -24 | 3 | -3 | 3 | 1 | 6 | -0.1 | -23
CC(=O)NCc1cccc(CNC(C)=O)n1 | -2 | -13 | -3 | 2 | 9 | -5 | 3 | 0.2 | 16
N#Cc1c(NCCO)ccc([N+](=O)[O-])c1NCCO | -11 | -4 | / | -1 | -14 | -2 | -2 | 0.3 | -5
CCS(=O)(=O)Nc1ccccc1C(N)=O | -12 | -22 | 4 | 1 | -14 | 2 | 2 | -2.5 | -10
O=[N+]([O-])c1cc(S(=O)(=O)N2CCCC2)ccc1SCCO | -4 | -27 | 3 | 0 | 10 | 3 | 9 | -1.3 | 3
CCOC(=O)C(NC(=O)CC)(Nc1nc2c(s1)CCCC2)C(F)(F)F (centres undefined) | 3 | 5 | 6 | 0 | 5 | -2 | 6 | 1.7 | -10
CC(Sc1nc2ccccc2s1)C(=O)Nc1ccc2c(c1)OCO2 (centres undefined) | -11 | -34 | 5 | -2 | -8 | 0 | 6 | 0.6 | -11
C=CCN=C(NC#N)SCc1ccccc1 | -3 | -10 | 1 | / | -16 | -2 | 4 | 0.1 | 6
COc1ccc2nc(NCCCNC(=O)c3cc(OC)c(OC)c(OC)c3)c(C#N)cc2c1 | -10 | 7 | 1 | 57* | -3 | 2 | 1 | -0.3 | -22
CCOC(=O)N1CCN(C(=O)CCCCCn2c(=S)[nH]c3cc4c(cc3c2=O)OCO4)CC1 | -12 | -19 | -1 | 1 | 1 | 3 | 5 | 1.4 | 0
CCOC(=O)c1cn2nc(-c3ccc(OC)cc3)cc2nc1C1CCN(C(=O)OC(C)(C)C)CC1 | 1 | 1 | 1 | -8 | -19 | -3 | -3 | 1.3 | 13
COCCNC(=O)CCCn1c(=O)c2cc(OC)c(OC)cc2n(CC(=O)c2ccc(Cl)cc2)c1=O | -11 | -5 | -1 | / | -9 | 3 | 5 | -1.1 | -3
O=C(Nc1ccc(Cl)cc1)[C@@H]1[C@@H]2C(=O)N(c3ccc(Cl)cc3Cl)C(=O)[C@@H]2[C@H]2C=CC=NN21 | -3 | 1 | -3 | 3 | 5 | -4 | 3 | 0.1 | 16

Screens from PubChem BioAssay.

The order is random; overall some 3.6% were active at least once.
